# High-throughput results: PubChem BioAssay, several laboratories
# eIF4E 4G PPI: inhibitors of eIF4E and eIF4G interaction in translation initiation; TR-FRET eIF4E-eIF4GI(517-606) binding, 2 h; 0.37% of 220,000 active; inhibition, % at 21.7 µM; P63073+Q04637;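 active = inhibition above about 30%, limit read from the data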;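 note: 0% = full FRET control wells and 100% = background wells lacking eIF4GI fragment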
# Calpain2 inh: inhibitors of pig calpain II; inhibition, % at 16 µM; 0.37% of 220,000 active; purified calpain II, fluorogenic peptide substrate, 30 min;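 active = inhibition above about 50%, limit read from the data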
# Rad51 HR inh: Rad51 (human) homologous recombination inhibition. Q06609. 0.085% of 200,000 active. inhibition, % at 10 µM. hRad51 DNA strand exchange, fluorescence dequenching. AID 1385;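 active = inhibition above 40% at the single screening dose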;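 note: 0% = DMSO control wells and 100% = blanks with heterologous ssDNA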
# Target sequence (Q06609 whole entry, looked up): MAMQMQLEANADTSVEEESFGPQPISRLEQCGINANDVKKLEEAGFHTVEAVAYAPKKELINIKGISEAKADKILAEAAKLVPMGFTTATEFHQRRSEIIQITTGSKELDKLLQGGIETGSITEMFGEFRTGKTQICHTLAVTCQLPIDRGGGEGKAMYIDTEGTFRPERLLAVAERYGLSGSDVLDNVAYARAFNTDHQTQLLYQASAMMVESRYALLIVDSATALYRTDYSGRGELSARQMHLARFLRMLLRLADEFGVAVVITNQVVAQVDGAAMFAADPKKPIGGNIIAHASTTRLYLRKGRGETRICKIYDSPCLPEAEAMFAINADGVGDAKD
#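 System: human Rad51 nucleoprotein filaments preassembled on unlabelled ssDNA. Reagent: labelled 47-mer dsDNA for strand exchange. Schedule: 30-min compound preincubation and 15-min exchange, both room temperature. Measured by: FRET fluorescence dequenching, excitation 485 nm, emission 520 nm. Read-out: Fluorescence-based percent inhibition, control- and blank-normalised. Benchmarks: plate controls and plate blanks.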
# EP2 modulator: modulators of human EP2 prostaglandin E2 receptor | 0.83% of 260,000 active | induction, % at 25 µM | EP2-expressing cells, cAMP HTRF FRET, PGE2 co-stimulation | AID 940;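 active = compounds whose cAMP rise, as percent of the full-agonist control response, exceeds 60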;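 note: rat C6 glioma line stably carrying human EP2 under a CMV promoter; the protocol text gives 20 µM as final concentration; 100% = response of wells given 1 µM PGE2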
# L929 necroptosis: L929 zVAD cell death inhibition. L929 zVAD necroptosis rescue, ATP luminescence, 24 h; with zVAD 60 µM. viability rescue, % at 10 µM. 0.38% of 220,000 active;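 active = activation, scaled between plate controls, above about 75%, limit read from the data; inactive = activation under that limit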;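 note: 0% = zVAD with DMSO and 100% = DMSO alone without zVAD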
# Tb hexokinase: blocks Trypanosoma brucei hexokinase 1 activity | recombinant TbHK1, G6PDH-coupled NADH A340 | inhibition, % at 10 µM | 0.11% of 220,000 active | AID 1430;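 active = inhibition of 50% or more in the single-dose primary screen; inactive = inhibition below 50%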
# 14-3-3 Bad PPI: disrupts binding of bovine 14-3-3 zeta to phospho-Bad peptide; P63103; TR-FRET 14-3-3zeta/Dy647-pBad peptide displacement, 1 h; inhibition, % at 21.7 µM; 0.71% of 220,000 active; AID 781;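 active = inhibition above about 70%, limit read from the data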;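 note: 0% = full 14-3-3 plus peptide FRET controls and 100% = background without 14-3-3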
# Target sequence (P63103 whole entry, looked up): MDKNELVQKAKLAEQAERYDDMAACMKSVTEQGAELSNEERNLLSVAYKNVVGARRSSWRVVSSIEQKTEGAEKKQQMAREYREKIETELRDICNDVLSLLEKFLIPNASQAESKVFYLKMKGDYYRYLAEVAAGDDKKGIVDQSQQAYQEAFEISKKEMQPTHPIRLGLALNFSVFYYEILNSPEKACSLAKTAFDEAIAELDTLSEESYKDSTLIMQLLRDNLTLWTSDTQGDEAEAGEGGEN
# Hck-Nef inh: blocks Nef-activated human Hck kinase | Recombinant Hck-YEEI plus Nef, Z-Lyte FRET kinase assay | inhibition, % at 20 µM | 0.68% of 220,000 active;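 active = Hck-Nef kinase inhibition above about 50%, limit read from the data; inactive = inhibition below that limit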;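 note: 0% = DMSO with Hck plus Nef and 100% = Hck alone without Nef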
# Target sequence (P08631 whole entry, looked up): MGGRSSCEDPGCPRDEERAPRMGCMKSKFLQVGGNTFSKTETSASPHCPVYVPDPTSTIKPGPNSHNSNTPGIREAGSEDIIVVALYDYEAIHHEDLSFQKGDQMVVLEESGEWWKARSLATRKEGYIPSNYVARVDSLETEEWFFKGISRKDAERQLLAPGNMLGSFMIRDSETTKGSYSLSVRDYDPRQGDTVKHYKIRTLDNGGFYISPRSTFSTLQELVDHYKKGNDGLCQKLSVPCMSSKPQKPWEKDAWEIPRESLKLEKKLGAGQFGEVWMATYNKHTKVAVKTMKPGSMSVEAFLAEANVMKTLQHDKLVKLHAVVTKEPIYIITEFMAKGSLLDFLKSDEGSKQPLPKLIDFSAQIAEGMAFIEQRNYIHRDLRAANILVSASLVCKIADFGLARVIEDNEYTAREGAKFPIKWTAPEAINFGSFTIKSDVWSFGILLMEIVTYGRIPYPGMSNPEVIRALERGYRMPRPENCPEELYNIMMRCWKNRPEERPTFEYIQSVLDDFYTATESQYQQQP
# EP2 antag: inhibitors of human EP2 prostaglandin E2 receptor. C6 glioma cells expressing human EP2, cAMP TR-FRET; cells stimulated with saturating PGE2. P43116. inhibition, % at 25 µM. 0.52% of 260,000 active;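 active = percent inhibition above 40 after rounding to a whole number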;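 note: rat C6 glioma host cells with rolipram phosphodiesterase inhibitor present; the protocol text gives 20 µM as final concentration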
# * = called active by the depositor; i = inactive; / = not tested or not shown; & = joins results of further samples; [ ] = remark or other dose. Not all compounds are listed; count on the stated rates, not on these rows.
SMILES,eIF4E 4G PPI,Calpain2 inh,Rad51 HR inh,EP2 modulator,L929 necroptosis,Tb hexokinase,14-3-3 Bad PPI,Hck-Nef inh,EP2 antag
Cc1ccc(C)c(N/C(N)=N/c2nc(C)cc(C)n2)c1,-2.5,14.1,-3.8,-8.9,-0.1,8.0,5.5,0.3,13.1
COC(=O)/C=C1\SC(=NC(=O)c2cccc(Cl)c2)NC1=O,13.6[fluorescence artefact?],-46.6,/,-16.1,-0.1,-6.3,14.3[fluorescence artefact?],0.7,/
O=C(CN1CCN(Cc2ccc3c(c2)OCO3)CC1)Nc1ccc(N2CCOCC2)cc1,-0.9,-36.2,13.8,21.0,2.0,-1.4,-12.1,24.9,5.6
CC(=O)Nc1cccc(Oc2ncnc3scc(-c4ccc(C)cc4)c23)c1,6.3,-40.3,1.9,-6.5,-0.2,-12.1,1.1,1.0,13.6
CN1c2ccccc2C(C)(C)C12CC(c1cccc(S(=O)(=O)N3CCCC3)c1)=NO2 (stereo not given),16.6[fluorescence artefact?],-0.2,-9.7,15.8,1.1,-4.2,-33.3[fluorescence artefact?],2.3,8.1
O=C(N/N=C/c1ccc(C(F)(F)F)cc1)c1ccc(O)cc1,3.5,-1.7,15.4,26.6,45.4,-19.6,-19.2,24.8,4.1
CCC1(CC)C(=O)N(C)C(=O)NC1=NCc1ccccc1,0.4[fluorescence artefact?],-4.0,5.6,17.8,0.3,-2.4,10.2[fluorescence artefact?],-1.0,13.2
COc1cccc(NC(=O)COc2ccc(N3CC(C(=O)NCC(C)C)CC3=O)cc2)c1 (stereo not given),72.2*,43.0,-5.9,7.0,-0.6,-11.6,6.2,-17.5,13.4
CCc1nnc(NC2=NCCC2)s1,0.9,-4.6,7.5,3.7,-0.3,0.4,4.7,1.7,14.1
Cc1ccc(C(=O)Nc2ccccc2C(=O)N2CC3(C)CC2CC(C)(C)C3)cc1 (stereo not given),-5.9[fluorescence artefact?],-24.7,-2.4,56.2,0.3,8.3,-1.8,-1.7,3.9
CCOC(=O)C(C(=O)Nc1ccc(C)cc1)C1CCCCC1 (stereo not given),7.7,18.7,5.4,-7.1,-0.9,1.6,21.8,1.6,12.2
Cc1ccccc1NS(=O)(=O)c1cc(C(=O)NCCC2=CCCCC2)ccc1C,-7.7,8.1,-11.4,-38.3,0.5,3.1,-4.6,-2.1,8.8
Cc1cccc(NC(=O)CN2CCCN(S(=O)(=O)c3ccc(Br)s3)CC2)c1,3.7,-16.8,-1.0,-33.7,0.9,1.7,1.6,1.5,9.4
O=C1NN(c2ccccc2)C(=O)/C1=C/c1coc2ccccc2c1=O,-0.5[fluorescence artefact?],5.8,5.0,1.1,-0.4,-14.0,23.6,88.1*,6.8
COc1ccc(CN2CCN(C(=O)c3ccc4nc(N5CCOCC5)sc4c3)CC2)c(OC)c1OC,1.8,-0.3,2.3,-7.6,0.8,11.7,4.6,9.7,4.5
O=C(c1ccc(Cl)c(S(=O)(=O)N2CCCCCC2)c1)N1CCN(CCO)CC1,-10.1[fluorescence artefact?],-50.9,-8.3,12.4,0.4,-7.5,-9.2[fluorescence artefact?],2.3,14.5
CCOc1ccc2nc(SCC(=O)c3ccc(C)s3)sc2c1,-8.7,-16.8,-4.8,-10.3,-0.6,-1.8,2.1,2.5,10.0
Cc1cc(N)n2ncc(-c3ccc(F)cc3)c2n1,-11.1,-61.6,-2.7,-8.5,79.4*,-12.0,-17.8,6.0,28.4
COc1ccc(-c2cc(C(=O)N3CCN(c4ccccn4)CC3)c3ccccc3n2)cc1,-0.1[fluorescence artefact?],-65.1,2.7,-21.1,0.2,-20.8,19.2,1.9,8.4
CCOc1ccc(/C=N/NC(=O)c2ccc(Cn3cc(Br)cn3)o2)cc1,1.4,8.9,4.6,-37.6,1.4,21.3,-10.4[fluorescence artefact?],-6.2,9.4
Cc1ccccc1C(=O)c1cccn1CC(=O)O,10.0,2.5,-0.9,-1.6,0.0,4.3,-2.5,3.0,9.8
COc1ccc(/C=C/C(=O)OC2CCCN(C)C2)cc1 (stereo not given),-2.9,3.7,19.9,-18.6,0.6,2.5,0.8,-20.3,1.3
c1cncc(-c2noc(C34CC5CC(CC(C5)C3)C4)n2)c1,-1.1,21.5,-2.9,63.1*,1.1,-2.1,6.5,2.0,8.3
Cc1cccn2c(=O)c(C=NCCO)c(NCc3ccco3)nc12,-0.1,-0.9,2.4,34.2,-0.6,-21.8,2.7,3.3,8.8
FC(F)(F)c1cnc(COc2cc(Cl)cc(Cl)c2)c(Cl)c1,0.9,16.4,/,22.3,0.8,-1.2,-1.9,-0.9,5.9
CCCn1c(=O)[nH]c(=O)c2c1nc(-c1ccc(OC(F)F)c(OC)c1)n2CCOC,6.6,-58.7,0.7,9.3,0.1,-4.5,-5.6,3.6,9.5
O=C(NCc1ccco1)C1(c2ccccc2)CCCC1,6.3,-1.1,-5.2,-3.5,-0.1,6.9,-5.7,-0.6,-2.3
CC(C)(C)c1ccc(-c2nc(NCc3cccnc3)c3ccccc3n2)cc1,-4.8,10.8,-3.5,-5.5,3.6,-3.7,10.5,-0.1,5.5
CCOC(=O)c1[nH]c2ccc(OC)cc2c1NC(=O)CN1CCN(c2ccccn2)CC1,2.7,-329.8,/,-0.9,3.0,-9.1,0.7,1.0,/
Cn1nc([N+](=O)[O-])nc1Oc1ccc(C(C)(C)C)cc1,6.8,-1.7,-2.8,7.7,0.6,1.6,-6.3[fluorescence artefact?],-2.9,4.2
Cc1ccc(S(=O)(=O)N2CCC(=O)N(CCOCc3cccc(C(F)(F)F)c3)CC2)cc1,3.4,-26.2,1.3,-1.8,0.3,-3.2,-5.8,-5.9,13.0
OCCC1CN(Cc2ccncc2)CCN1C1CCCC1 (stereo not given),-1.2,-4.1,-11.6,1.3,-0.1,-5.9,-8.8,3.6,4.5
CSC(=NCc1ccco1)NC#N,8.3,-4.6,/,-34.2,-0.7,9.0,-1.9,14.9,5.9
CCOc1cc(-c2nc(C)c(C(C)=O)n2O)ccc1OCC(=O)Nc1cccc(C)c1,-2.8,-2.3,10.2,-11.9,0.1,-6.0,-3.7,-4.4,6.1
Cc1cc(Cl)ccc1N(CC(=O)NCc1ccc2c(c1)OCO2)S(C)(=O)=O,3.6,-22.6,10.2,-70.9&-4.9,-0.4,0.9,-8.0,10.5,5.4&1.3
COC(=O)c1sc(NC(=O)COc2c(C)cccc2C)nc1C,2.5,1.0,/,11.5,6.2,-5.7,-6.2,14.0,2.5
CC(=O)c1cnc2cc(-c3cccc(Br)c3)nn2c1C,-0.9,-12.1,0.8,-36.8,2.9,-2.1,-1.1,31.9,2.7
Cc1ccc(C(=O)C(C)N(C(=O)c2ccc(Cl)cc2Cl)N2C(=O)CCCC2=O)cc1 (stereo not given),4.0,9.1,4.3,-25.3,0.4,-5.6,2.0,-6.5,16.1
CCCCC(=O)Nc1ccc(NC(=O)c2cccs2)cn1,-1.9,-8.3,-0.9,-7.1,0.2,-6.4,6.3[fluorescence artefact?],10.6,12.4
Brc1ccc(-c2csc(NC3=NCCCCC3)n2)cc1,6.1[fluorescence artefact?],-1.2,-3.5,1.0,0.4,-9.2,3.6,4.6,10.0
S=C(NCc1ccco1)N1CCN(c2ccccn2)CC1,0.7,-35.0,25.7,18.3,-0.3,-1.5,-15.4,-2.5,8.7
Nc1[nH]ncc1-c1ccc(F)cc1,-1.9,-23.9,-4.4,-8.3,0.3,10.8,2.4,22.1,7.5
COc1cnc(SCc2c(Cl)cccc2Cl)nc1Cl,5.9,50.8*,-0.8,73.6*,0.6,8.7,-0.2,2.6,6.1
Cc1c(C(=O)N/N=C/c2ccccc2)sc(=S)n1C,3.1,-3.8,4.8,-5.7,0.1,-4.7,-6.8,0.2,26.4
COc1ccc(N/C(=C(/C(Cl)=C(Cl)Cl)[N+](=O)[O-])n2nnc3ccccc32)cc1OC,0.4[fluorescence artefact?],i,-7.1,29.7,0.5,-15.5,23.9,2.9,7.0
CC(C)N(Cc1ccccc1)C(=S)Nc1ccc(OC(F)F)cc1,-1.4,18.2,-45.4,-26.2,2.1,2.6,-1.1,1.2,9.4
C=CCOC(=O)C1=C[C@H](C2CCCCC2)[C@@H](CCCO)[C@H](OCC)O1,-0.2,26.2,4.8,16.9,0.6,-9.8,1.2,10.0,14.0
Cc1cc(C(=O)N/N=C/c2ccc3c(c2)OCO3)c(C)o1,-1.2,-91.5,5.3,-44.3,2.7,-27.9,-7.8,18.2,11.6
Cc1ccc2cccc(OCCOCCOc3ccccc3Br)c2n1,-3.9[fluorescence artefact?],-5.4,6.3,-70.6,3.0,8.6,0.8,-0.3,1.9
Cc1c(N2C(=O)c3ccccc3C2(O)c2ccccc2)c(=O)n(-c2ccccc2)n1C (stereo not given),-4.2,18.2,/,-25.9,-0.3,-3.5,3.3,19.0,5.5
COc1ccc(Oc2ccc(/C=C/C(=O)c3cccc(OC)c3)cc2[N+](=O)[O-])cc1,4.6,-20.6,/,-43.8,/,-11.6,5.3[fluorescence artefact?],-0.6,14.8
CC(C)OC(=O)c1ccc(Cn2nnc3ccccc3c2=O)cc1,5.5,18.5,-0.8,0.7,0.0,-5.6,7.7,-1.6,6.3
CC1(C)CC(=O)C(C=NCCN2CCN(C(=O)CCl)CC2)=C(O)C1,2.6,-19.4,/,-2.6,-0.4,-7.5,-13.9,15.3,11.7
Cc1cc(C)c2c(c1)cc(C)c1nnc(SCC(=O)N3CCCc4ccccc43)n12,2.5[fluorescence artefact?],12.1,-13.6,10.8,-1.2,-5.1,-11.6,0.9,10.4
Cc1cc(N)n(-c2ccc(C)c(C)c2)n1,-0.9,7.4,/,0.7,0.0,10.3,-4.7,11.2,8.0
CCc1nccn1CCC(=O)N1CCc2c([nH]c3ccccc23)C1CC(C)C (stereo not given),1.1,-29.9,2.8,-5.8,1.0,-19.9,5.5,17.1,1.3
CC(CN1CCN(Cc2ccccc2)CC1)OC(=O)c1ccco1 (stereo not given),-8.3,25.9,-6.3,6.4,-0.7,-2.7,1.3,3.9,2.0
CC(=O)c1cc2c(C)cc(=O)oc2cc1O,1.5,-93.9,-0.7,3.0,-0.1,-29.9,10.1,26.4,19.4
O=C(OCc1nc(-c2ccccc2)oc1COC(=O)c1ccco1)c1ccco1,-3.2,-4.5,9.9,-30.8&10.2,0.1,-1.9,6.8,-1.6,7.6&7.6
Cc1ccc(-c2nc3ccccc3[nH]c2=O)cc1,3.5,-309.0,/,-15.0,1.7,-10.1,-3.0,19.8,12.3
# (next part)
SMILES,eIF4E 4G PPI,Calpain2 inh,Rad51 HR inh,EP2 modulator,L929 necroptosis,Tb hexokinase,14-3-3 Bad PPI,Hck-Nef inh,EP2 antag
CC(C)OCCCNc1nc2c([nH]1)c(=O)n(C)c(=O)n2C,-0.5,-19.3,1.7,19.1,4.5,-6.3,-17.5,2.8,7.5
COc1ccc(C(=O)CSc2ccc(-c3ccco3)nn2)cc1,1.8,-3.0,-4.4,-7.5,0.0,-5.8,-4.9,4.5,3.4
N#Cc1c(NCCO)ccc([N+](=O)[O-])c1NCCO,-1.1,-12.4,16.9,9.9,-0.1,-24.0,1.1,29.9,7.7
O=C(c1cn(CC(=O)N2CCCC2)c2ccccc12)C1CCCCC1,-1.9,-26.0,-18.2,18.1,-0.7,25.0,-7.2,2.9,3.8

# Grouped by structure, the entries above with a tert-butyl group
SMILES,eIF4E 4G PPI,Calpain2 inh,Rad51 HR inh,EP2 modulator,L929 necroptosis,Tb hexokinase,14-3-3 Bad PPI,Hck-Nef inh,EP2 antag
CC(C)(C)c1ccc(-c2nc(NCc3cccnc3)c3ccccc3n2)cc1,-4.8,10.8,-3.5,-5.5,3.6,-3.7,10.5,-0.1,5.5
Cn1nc([N+](=O)[O-])nc1Oc1ccc(C(C)(C)C)cc1,6.8,-1.7,-2.8,7.7,0.6,1.6,-6.3[fluorescence artefact?],-2.9,4.2
